Screens (PubChem BioAssay)
esBAF inh: inhibitors of esBAF chromatin remodeling in mouse ES cells | Bmi1-luciferase knock-in reporter, 24 h; 100% = twice the neutral-well signal | reporter increase, % at 12.5 µM | 2% of 350,000 active; in the data active means activation above about 40%;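 further: 0% = median of the plate's neutral control wells and 100% = double that signal; a rise in the Bmi1 reporter signal indicates esBAF inhibition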
FN deposit inh: fibronectin deposition inhibition; AH1F fibroblasts, Alexa488-fibronectin deposition fluorescence, overnight; 0.086% of 350,000 active; inhibition, % at 12.6 µM;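 active means mean inhibition across replicates of 30% or more, regardless of how many single replicates reach that level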;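 further: positive control wells lacked labelled fibronectin entirely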
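material = AH1F fibroblast monolayer depositing Alexa488-labelled fibronectin into matrix | amount = 10000 AH1F cells/well | buffer or medium = DMEM plus 2% serum, read in PBS | incubation = 1 h cell adhesion before compound, then overnight fibronectin incubation | detection = fluorescence at 485 nm excitation, 525 nm emission | evaluation = percent inhibition as loss of matrix-bound fibronectin fluorescence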
Xi reactivation: reactivates the inactive X chromosome in mouse fibroblasts; XiGFP mouse fibroblasts, % GFP-positive cells imaging, 3 d; cells co-treated with 5-aza-dC sensitizer; scaled so ellipticine positive control = 100%; activation, % at 7.58 µM; 0.055% of 360,000 active;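 active means mean normalized replicate activation at least 10% and every replicate at or above 10%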;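 further: 0% = median of on-plate neutral control wells and 100% = ellipticine 6 µM median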
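Schedule: 3 d treatment, 15 min room-temperature fixation; system: 68-5-11 XiGFP fibroblast line; buffer or medium: DMEM plus 5-aza-dC sensitizer; control set: ellipticine 6 µM positive control; compound: one concentration, pinned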
RAD54 branch: inhibitors of human RAD54 branch migration. inhibition, % at 10.4 µM. Q92698. AID 602329. RAD54 Holliday junction branch migration, FAM/BHQ fluorescence. 0.14% of 360,000 active;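 active means mean normalized replicate activity at least 40 and at least half of replicates scoring 40 or more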;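 further: 0% = median of neutral control wells and 100% = median of positive control wells; inhibitors cause a drop in the FAM fluorescence signal; in these data hits start at about 50%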
E-selectin induc: E-selectin induction on HUVECs | P16581 | HUVEC E-selectin immunofluorescence imaging; normalized: neutral wells 0, TNF-alpha wells 100 | activation, % at 7.58 µM | 0.37% of 260,000 active;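 active means mean E-selectin-positive cell signal at least 10% of the positive control, reached in at least 60% of replicates, without over 20% cell loss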;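 further: in these data hits start at about 27%; measured in HUVEC primary endothelial cells; signal is the percent of cells scored E-selectin positive by PE staining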
Target sequence (P16581 whole entry, looked up): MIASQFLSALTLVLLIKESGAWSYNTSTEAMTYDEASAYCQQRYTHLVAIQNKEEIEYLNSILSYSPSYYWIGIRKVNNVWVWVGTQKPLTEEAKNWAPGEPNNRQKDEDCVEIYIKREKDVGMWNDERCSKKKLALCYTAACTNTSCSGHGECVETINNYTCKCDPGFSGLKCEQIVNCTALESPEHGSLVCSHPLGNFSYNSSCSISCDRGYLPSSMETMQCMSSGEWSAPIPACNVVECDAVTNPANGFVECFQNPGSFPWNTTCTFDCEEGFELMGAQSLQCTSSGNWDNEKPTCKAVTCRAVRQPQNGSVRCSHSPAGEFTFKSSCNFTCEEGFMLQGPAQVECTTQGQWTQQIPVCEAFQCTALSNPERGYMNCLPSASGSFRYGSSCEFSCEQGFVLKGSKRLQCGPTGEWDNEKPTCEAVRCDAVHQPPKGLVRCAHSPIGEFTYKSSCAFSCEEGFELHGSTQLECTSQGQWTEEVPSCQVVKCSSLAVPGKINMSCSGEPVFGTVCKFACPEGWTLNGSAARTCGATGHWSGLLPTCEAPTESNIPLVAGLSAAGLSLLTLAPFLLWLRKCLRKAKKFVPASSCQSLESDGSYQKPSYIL
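Assay system: HUVEC, human umbilical vein endothelial cells / Amount: 3,000 HUVEC/well / Controls: TNF-alpha positive control, DMSO neutral control / Compound dosing: single concentration / Medium: EGM-2 over gelatin coat / Evaluation: percent E-selectin-positive cells / Signal: immunofluorescence imaging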
EWS-Fli block: blocks EWS/Fli oncoprotein-driven transcription | A673 NR0B1-luciferase reporter, viability-normalised | inhibition, % at 12.6 µM | 0.67% of 350,000 active | AID 651661;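 active means mean inhibition of at least 50% after viability correction, with every replicate also passing that limit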;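 further: firefly luciferase signal divided by Alamar Blue viability fluorescence both relative to DMSO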
RAD52 inh: blocks human RAD52 DNA annealing; inhibition, % at 18.7 µM; P43351; recombinant RAD52 DNA annealing, FRET fluorescence; 0.46% of 360,000 active;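 active means every replicate showing at least 50% inhibition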
S100A4 MyoIIA: S100A4-myosin IIA interaction inhibition; S100A4/TAMRA-MyoIIA peptide fluorescence polarization; inhibition, % at 10.7 µM; 0.14% of 360,000 active; AID 652163; P26447;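 active means mean inhibition of at least 70% across replicates, with every replicate also reaching that level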
Target sequence (P26447 whole entry, looked up): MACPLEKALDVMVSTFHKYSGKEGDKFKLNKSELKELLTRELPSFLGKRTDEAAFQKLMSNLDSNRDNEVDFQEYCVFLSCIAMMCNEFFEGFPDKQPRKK
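Test system: S100A4 monomer protein. Medium: HEPES buffer with Ca2+, pH 7.2. Reagent: fluorescent myosin IIA peptide, 5 nM. Compound dosing: single-point compound testing. Timing: 5 min between mix addition and reading. Benchmarks: DMSO neutral and TFP positive wells.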
Numbers without * were called inactive; · = no result given; & = joins results of further samples.

SMILES | esBAF inh | FN deposit inh | Xi reactivation | RAD54 branch | E-selectin induc | EWS-Fli block | RAD52 inh | S100A4 MyoIIA
Cc1cccc(C(C)C)c1NC(=O)C(C)OC(=O)Cn1cnc2c1c(=O)n(C)c(=O)n2C (stereo unspecified) | · | 7 | 0.0 | 9 | · | -1 | 2 | -17
C[C@H]1CN([C@@H](C)CO)C(=O)Cc2cc(NS(=O)(=O)c3ccc(Cl)cc3)ccc2O[C@H]1CN(C)C(=O)Nc1cccc2ccccc12 | 3 | · | -0.6 | -3 | 20 | -1 | 12 | 2
Cc1csc(Nc2ccc(C(=O)O)cc2)n1 | 6 | -1 | -0.1 | 12 | 3.7 | -15 | -68 | 6
COC(=O)CN(C)C(=O)CC1C(=O)NCCN1CC(C)(C)C (stereo unspecified) | · | -9 | 0.0 | · | 0.3 | -31 | -15 | 20
COc1ccc(CN(C)C[C@H]2OCCCC[C@@H](C)Oc3ccc(NC(=O)Nc4ccc(OC)cc4)cc3C(=O)N([C@@H](C)CO)C[C@@H]2C)cc1 | 0 | 21 | 0.4 | -1 | · | 3 | 25 | 33
O=C(CSc1nnc(CNC(=O)c2cccs2)o1)NCC1CCCO1 (stereo unspecified) | -4 | -1 | -0.1 | · | · | 3 | -7 | 0
COCC#Cc1cnc2c(c1)C(=O)N([C@@H](C)CO)C[C@H](C)[C@@H](CN(C)C(=O)C1CCOCC1)O2 | -5 | -8 | 2.1 | -1 | -0.2 | -17 | 7 | -5
CCOC(=O)C1(C)CCN1C(=O)c1cccnc1Oc1ccccc1 (stereo unspecified) | -7 | -14 | 0.0 | -10 | 1.1 | -6 | -5 | 7
CCNCC(=O)N1c2ccccc2CCc2ccc(NC(=O)OC(C)C)cc21 | 6 | -4 | 0.2 | -5 | 0.0 | -10 | 43 | -10
C[C@@H]1CN([C@H](C)CO)S(=O)(=O)c2ccc(-c3ccc(F)cc3)cc2O[C@@H]1CN(C)CC1CC1 | 3 | · | -1.3 | 0 | 92* | 2 | 36 | -24
CCN(CC)CCN(C(=O)/C=C/c1cccs1)c1nc2ccc(F)cc2s1 | -4 | 4 | 0.0 | -1 | 0.8 | -26 | -2 | -2
O=C(C[C@@H]1CC[C@H](NS(=O)(=O)c2ccccc2)[C@H](CO)O1)NCc1ccncn1 | 0 | · | -0.3 | 3 | 0.1 | -2 | -7 | 5
O=C(NCc1cccnc1)c1ccc(NC(=O)c2ccc([N+](=O)[O-])cc2)cc1 | · | 4 | -0.1 | 0 | 0.1 | · | 9 | 0
C[C@H]1CNC(=O)c2c(C(=O)N3CCN(C(=O)OC(C)(C)C)CC3)ncn21 | 2 | 5 | 0.1 | 2 | 0.5 | 0 | -14 | -4
Cc1c(NC(=O)COC(=O)/C=C/c2ccc(Cl)cc2)c(=O)n(-c2ccccc2)n1C | · | -8 | 0.4 | · | -3.2 | -7 | -25 | -1
O=C(NC1CC(=O)N(c2ccccc2)C1)C1CC1 (stereo unspecified) | -2 | -3 | 0.0 | 4 | · | 0 | -2 | 2
O=C(CSCC(=O)Nc1nc(-c2ccc3c(c2)OCO3)cs1)Nc1nccs1 | 44* | -14 | 0.1 | -6 | 0.1 | -56 | -9 | -1
O=S(=O)(c1ccc(F)cc1)N1CCCCN2[C@H](C1)[C@@H](c1ccc(C#CC3CCCC3)cc1)[C@@H]2CO | · | · | · | -2 | · | 23 | -10 | 60
Cc1noc(C)c1NC(=O)Nc1ccc2c(c1)C(=O)N([C@H](C)CO)C[C@H](C)[C@H](CN(C)S(=O)(=O)c1c(C)noc1C)OCCCC[C@H](C)O2 | -1 | · | -0.4 | -2 | 0.2 | -9 | 0 | 14
CN(Cc1ccccc1)C(=O)c1ccc2sc([C@@H]3O[C@H](CO)[C@H](O)[C@H](O)[C@H]3O)nc2c1 | -8 | -3 | -0.2 | -7 | · | 10 | -7 | 0
O=C(CN1C(=O)NC2(CCCC2)C1=O)Nc1nc2ccccc2s1 | 18 | -2 | 0.0 | · | · | -18 | 2 | -6
COc1ccc([C@H]2C[C@H](O)[C@@H](n3cc(C4CC4)nn3)CN2Cc2cccs2)cc1 | 0 | 3 | 0.0 | 11 | 4.0 | -10 | -11 | -1
O=C(C[C@@H]1CC[C@H]2[C@@H](COC[C@@H](O)CN2C(=O)c2ccc(F)cc2)O1)Nc1ccc(-c2ccccc2)cc1 | 5 | 1 | 0.0 | -4 | 0.6 | -9 | -32 | -15
CN(CC(=O)N1CCN(Cc2ccccc2)CC1)S(=O)(=O)c1ccc(F)cc1 | 8 | · | 0.0 | -8 | -0.3 | -12 | -7 | -1
Cc1onc(-c2ccccc2Cl)c1C(=O)Nc1ccc(Cl)cn1 | · | -10 | 0.2 | · | 6.3 | -10 | -1 | -4
Cc1[nH]n(-c2cccc([N+](=O)[O-])c2)c(=O)c1-c1ccccc1 | 8 | 5 | 0.0 | 4 | · | 12 | -5 | -6
C[C@@H]1CN([C@H](C)CO)S(=O)(=O)c2ccc(-c3ccc(C#N)cc3)cc2O[C@H]1CN(C)C(=O)CN(C)C | 2 | -14 | 0.2 | 8 | -0.7 | 5 | 14 | 7
CCC(=O)N1CCc2nc(-c3ccccc3)sc2C1 | 46* | -4 | 0.0 | -12 | 0.0 | -59 | -19 | 1
CCCCNC(=O)[C@H]1C[C@H]1[C@@H](O)[C@H](CO)NC(=O)[C@H](Cc1ccccc1)NC(=O)OC(C)(C)C | -5 | -3 | 0.0 | 1 | -0.3 | -8 | -7 | -1
O=C(N[C@@H]1CC[C@@H](CCn2cc(-c3ccccc3F)nn2)O[C@H]1CO)c1ccc2c(c1)OCO2 | 8 | -49 | -0.1 | -3 | -0.2 | -16 | 6 | -2

Only EWS-Fli block, S100A4 MyoIIA and RAD54 branch (three entries from above):
mol | EWS-Fli block | S100A4 MyoIIA | RAD54 branch
O=S(=O)(c1ccc(F)cc1)N1CCCCN2[C@H](C1)[C@@H](c1ccc(C#CC3CCCC3)cc1)[C@@H]2CO | 23 | 60 | -2
Cc1noc(C)c1NC(=O)Nc1ccc2c(c1)C(=O)N([C@H](C)CO)C[C@H](C)[C@H](CN(C)S(=O)(=O)c1c(C)noc1C)OCCCC[C@H](C)O2 | -9 | 14 | -2
CN(Cc1ccccc1)C(=O)c1ccc2sc([C@@H]3O[C@H](CO)[C@H](O)[C@H](O)[C@H]3O)nc2c1 | 10 | 0 | -7

In another format: results already given.
O=C(CSc1nnc(CNC(=O)c2cccs2)o1)NCC1CCCO1 (stereo unspecified)
  esBAF inh: -4	FN deposit inh: -1	Xi reactivation: -0.1	RAD54 branch: ·	E-selectin induc: ·	EWS-Fli block: 3	RAD52 inh: -7	S100A4 MyoIIA: 0

COC(=O)CN(C)C(=O)CC1C(=O)NCCN1CC(C)(C)C (stereo unspecified)
  esBAF inh: ·	FN deposit inh: -9	Xi reactivation: 0.0	RAD54 branch: ·	E-selectin induc: 0.3	EWS-Fli block: -31	RAD52 inh: -15	S100A4 MyoIIA: 20

C[C@H]1CNC(=O)c2c(C(=O)N3CCN(C(=O)OC(C)(C)C)CC3)ncn21
  esBAF inh: 2	FN deposit inh: 5	Xi reactivation: 0.1	RAD54 branch: 2	E-selectin induc: 0.5	EWS-Fli block: 0	RAD52 inh: -14	S100A4 MyoIIA: -4

COCC#Cc1cnc2c(c1)C(=O)N([C@@H](C)CO)C[C@H](C)[C@@H](CN(C)C(=O)C1CCOCC1)O2
  esBAF inh: -5	FN deposit inh: -8	Xi reactivation: 2.1	RAD54 branch: -1	E-selectin induc: -0.2	EWS-Fli block: -17	RAD52 inh: 7	S100A4 MyoIIA: -5

(next part)
SMILES | esBAF inh | FN deposit inh | Xi reactivation | RAD54 branch | E-selectin induc | EWS-Fli block | RAD52 inh | S100A4 MyoIIA
O=C(CCNS(=O)(=O)c1c(Cl)cccc1Cl)OCC(=O)c1ccccc1 | · | -3 | 0.0 | · | -2.1 | 5 | -1 | -3
CC(=O)N1N=C(c2cccnc2)OC1c1ccc(C(C)C)cc1 (stereo unspecified) | -4 | -4 | 0.6 | -6 | · | -7 | -15 | -5
CO[C@@H]1CN(C)C(=O)c2cc(NC(=O)NC(C)C)ccc2OC[C@@H](C)N(Cc2ccccn2)C[C@@H]1C | -2 | -15 | 0.1 | 0 | -0.2 | -4 | 4 | 15
Fc1ccc(-c2csc(-c3cccnc3)n2)cc1F | 34 | 4 | 0.0 | -6 | 1.0 | -64 | -19 | -6
CCOC(=O)c1c(O)c2ccccc2oc1=O | 0 | -12 | 0.0 | -11 | -1.9 | 3 | 1 | -6
CN1CCN(C(=O)C[C@H]2CC[C@@H]3[C@@H](COc4ccc(NC(=O)c5cscn5)cc4C(=O)N3C)O2)CC1 | 1 | -4 | 0.3 | 0 | 0.0 | 0 | 10 | -4
O=C(c1cccnc1)N1N=C(C2CC2)CC1(O)C(F)(F)F (stereo unspecified) | -4 | -14 | 0.5 | 2 | · | -8 | -15 | -1
O=C(NC1CCCC1)C(c1ccccc1F)N(C(=O)c1csnn1)C1CC1 (stereo unspecified) | -3 | 2 | 0.1 | -1 | -0.1 | -4 | -8 | -1
CO[C@H]1CN(C)C(=O)c2cc(NC(C)=O)ccc2OC[C@H](C)N(C(=O)c2ccccn2)C[C@H]1C | -4 | -10 | -0.1 | -10 | 0.2 | -3 | 10 | -7
O=C(CON=C1c2ccccc2-c2ccccc21)NC12CC3CC(CC(C3)C1)C2 | · | -1 | -0.1 | -17 | 0.0 | · | · | ·
CN(C)CC(=O)Nc1ccc2c(c1)[C@@H]1C[C@H](CC(=O)N3CCN(C)CC3)O[C@H](CO)[C@@H]1O2 | -2 | 8 | 0.0 | 5 | 0.3 | -1 | 2 | 22
COc1ccc(C(=O)Oc2ccc(C)cc2)cc1S(=O)(=O)N1CCOCC1 | -3 | 2 | 0.3 | -5 | 7.4 | -22 | 6 | -2
COc1cc(C(=O)NNC(=O)c2ccc3c(c2)OCCO3)cc(OC)c1OC | -1 | 3 | 0.0 | -6 | 0.0 | 6 | -13 | 0
C[C@@H]1CN([C@H](C)CO)C(=O)CCCn2nncc2CO[C@@H]1CN(C)S(=O)(=O)c1cccc(F)c1 | -5&-2&0 | -10 | 0.1&0.0 | 3&-4 | -1.2&0.1 | -11&3&6 | -13&7 | -6&1
COc1ccc(OC)c(NC(=O)CN(Cc2ccc(Cl)cc2)S(C)(=O)=O)c1 | -5 | -2 | 0.0 | · | 0.0 | 4 | -13 | 8
CCNC(=O)C[C@H]1CC[C@H]2[C@@H](COc3ccc(NC(=O)Nc4ccc(C#N)cc4)cc3C(=O)N2C)O1 | 1 | 14 | 0.3 | -3 | 0.0 | 1 | -1 | 4
